High-throughput results (PubChem BioAssay)
INS-1E GSIS act = GLuc luminescence reporter in INS-1E cells, primary screen for activators of glucose-dependent secretion of insulin; INS-1E GLuc reporter insulin secretion, 2-3 h; 0.61% of 370,000 active; activation, % at 16.6 µM;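 active means lowest replicate activation of at least 40%, so every replicate reaches that level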;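 further: 0% = median of neutral control wells and 100% = median of IBMX positive control wells; some compounds called inactive have numbers as strong as hits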
PAX8 inh HTS = inhibitors of PAX8-driven TPO luciferase reporter, primary screen, RMG-I cells, single concentration; 1.2% of 360,000 active; inhibition, % at 12.6 µM; SteadyGlo, 24 h;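 active means mean replicate inhibition at least 60% with every replicate also reaching 60%; inconclusive means only one of the two criteria is met; inactive means mean below 60% and not all replicates reaching 60%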;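 further: luciferase light reporting Pax8 driven TPO promoter activity; plate controls were median of neutral control wells for no effect and mitoxantrone controls for full effect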
Xi reactivation = activators of inactive X chromosome reactivation, primary screen, imaging, XiGFP fibroblasts, GFP high-content imaging, set 2 | XiGFP mouse fibroblasts, % GFP-positive cells imaging, 3 d; cells co-treated with 5-aza-dC sensitizer; scaled so ellipticine positive control = 100% | 0.055% of 360,000 active | activation, % at 7.58 µM | AID 743238, 2013;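 active means mean normalized replicate activation at least 10% and every replicate at or above 10%; inconclusive means only one of the two criteria met; inactive means mean below 10% and not all replicates reach 10%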;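 further: 0% = median of on-plate neutral control wells and 100% = ellipticine 6 µM median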
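Assay system – SV40-immortalized XiGFP fibroblast cells, line 68-5-11 · Buffer or medium – DMEM supplemented with 5-aza-dC as sensitizing agent · Dosing – one concentration, pinned · Benchmarks – positive control ellipticine, 6 µM final · Times – 3 days compound exposure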
DENV2 CPE = inhibitors of DENV2 cytopathic effect, primary screen, cell-based, plate reader, single concentration | AID 651640, 2012 | DENV2-infected cells, cytopathic effect rescue | 1.7% of 350,000 active | CPE inhibition, % at 9.99 µM; in the data active means CPE inhibition above about 20%, passing the limit was not always enough; inconclusive means no clear call, values can overlap the other calls; tested in BHK-21 cells;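 further: 0% = median of neutral control wells and 100% = median of positive control wells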
ERp5 inh = inhibitors of ERp5-driven insulin aggregation, primary screen, biochemical, turbidity, absorbance 650 nm, single point; inhibition, % at 9.99 µM; 90 min; 0.05% of 350,000 active; Protein disulfide-isomerase A6 (Homo sapiens), Q15084;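 active means mean replicate inhibition above about 25%, with every replicate also reaching it, limit read from the data, passing the limit was not always enough; inconclusive means only one of those two criteria met; inactive means neither criterion met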
Target sequence (Q15084 whole entry, looked up): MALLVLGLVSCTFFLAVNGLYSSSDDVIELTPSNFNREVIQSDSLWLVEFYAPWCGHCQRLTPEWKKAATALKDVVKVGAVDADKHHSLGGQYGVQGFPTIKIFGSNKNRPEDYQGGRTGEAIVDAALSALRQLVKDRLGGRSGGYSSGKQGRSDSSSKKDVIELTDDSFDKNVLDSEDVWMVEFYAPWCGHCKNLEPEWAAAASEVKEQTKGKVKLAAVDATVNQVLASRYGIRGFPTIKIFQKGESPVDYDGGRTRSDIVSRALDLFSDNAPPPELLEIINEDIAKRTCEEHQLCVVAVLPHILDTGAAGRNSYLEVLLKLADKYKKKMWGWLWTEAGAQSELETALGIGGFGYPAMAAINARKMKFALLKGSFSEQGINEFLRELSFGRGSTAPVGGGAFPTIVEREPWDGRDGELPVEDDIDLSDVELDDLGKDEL
F508del corr = F508del CFTR correction, initial screen, CFBE line, single point; CFBE cells, YFP halide quenching; stimulated with forskolin plus potentiator P3; % fluorescence drop versus neutral controls; activity (quench increase), % at 7.58 µM; 0.36% of 350,000 active;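 active means mean added fluorescence quench of at least 8% versus neutral control, with both replicates also reaching 8%; inconclusive means only one of the mean or replicate conditions met; inactive means mean below 8% and not both replicates reaching 8%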;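 further: cells transiently co-express mutant CFTR-F508del with the halide-sensitive YFP; corrector assay measuring rescue of mutant channel to the surface after 24 h compound exposure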
EWS-Fli block = EWS/Fli-driven NR0B1 reporter inhibitors, primary screen, A673 cells, NR0B1 luciferase, luminescence, MLPCN library | viability-normalised | inhibition, % at 12.6 µM | 0.67% of 350,000 active | AID 651661, 2012;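 active means mean inhibition of at least 50% after viability correction, with every replicate also passing that limit; inconclusive means mean reaches 50% but only one of two replicates passes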;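 further: firefly luciferase signal divided by Alamar Blue viability fluorescence both relative to DMSO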
ARNT-TACC3 inh = disruptors of ARNT/TACC3 protein interaction, primary screen, biochemical, AlphaScreen, single concentration; Transforming acidic coiled-coil-containing protein 3 (Homo sapiens), Q9Y6A5; AlphaScreen His-ARNT PAS-B/GST-TACC3 binding, luminescence; TACC3 fragment carries E629A point mutation; inhibition, % at 9.99 µM; 0.66% of 390,000 active; AID 623870, 2012;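 active means mean inhibition of replicates at least 50% and at least half of replicates each reaching 50%; inconclusive means half or more replicates reach 50% but mean below 50%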;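 further: 0% = complete ARNT plus TACC3 wells and 100% = ARNT alone without TACC3; many hits fall short of the cut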
* marks the source's active call; other numbers are inactive results; ? = inconclusive; . = no result given.

SMILES | INS-1E GSIS act | PAX8 inh HTS | Xi reactivation | DENV2 CPE | ERp5 inh | F508del corr | EWS-Fli block | ARNT-TACC3 inh
O=C(O)c1ccc(NC(=O)c2ccccc2Br)c(NC(=O)c2ccccc2Br)c1 | 3 | 37 | 0.1 | -1 | 3 | 7.7 | 14 | -5
CCS(=O)(=O)N1Cc2cc(C(=O)N(C)C)nc(-c3cccc(-c4ccc(F)cc4)c3)c2[C@H]1CCO | . | 9 | -0.1 | 1 | 0 | -1.3 | 4 | .
COc1ccc(OC)c(Cc2nnc(CCC(=O)NC(C3CC3)C3CC3)o2)c1 | -15 | -4 | 0.0 | -1 | -6 | 1.4 | 1 | -5
CN(CC(=O)Nc1ccc(Cl)cc1)C(=O)COc1ncnc2ccccc12 | 9 | -2 | 0.0 | -9 | -5 | 1.3 | -1 | -6
CC(C)(C)c1ccccc1NC(=O)Cn1cnc2cc([N+](=O)[O-])ccc2c1=O | -2 | 27 | 0.0 | 12 | -9 | -3.4 | -16 | -36
O=C(Nc1c(-c2ccccc2)nc2ccc(Cl)cn12)c1cccs1 | 33 | 3 | -0.2 | . | . | . | . | 1
COc1ccc(C2=NS(=O)(=O)N(C)C(C(=O)N3CCOCC3)=C2)cc1OC | 15 | -19 | -0.3 | -5 | 1 | -2.0 | 4 | -2
NC(=S)NN=Cc1nccc2c(C(F)(F)F)cccc12 | -24 | 73* | -0.1 | ? | 7 | 7.3 | 10 | .
CCCNC(=O)N1[C@@H]2c3cccc(=O)n3C[C@H]1[C@H](CO)[C@H]2C(=O)NCC(F)(F)F | 10 | . | 0.0 | 2 | 1 | . | -4 | 2
CNC[C@H]1Oc2c(NS(=O)(=O)c3cn(C)cn3)cccc2C(=O)N([C@H](C)CO)C[C@@H]1C | 6 | -3 | 0.0 | -7 | -3 | -0.1 | -8 | -9
C[C@H](CO)N1C[C@H](C)[C@H](CN(C)Cc2ccccc2)Oc2ccc(NS(C)(=O)=O)cc2C1=O | 1 | -15 | ? | -2 | -1 | -1.1 | -2 | -6
C[C@H](CO)N1C[C@H](C)[C@H](CN(C)Cc2ccc(-c3ccccc3)cc2)Oc2ccc(NC(=O)CCN3CCOCC3)cc2CC1=O | 1 | . | 0.1 | ? | 3 | 0.1 | -2 | .
O=C1CCCN1c1ccc(C(=O)N(Cc2nnc(-c3ccc(Cl)cc3)o2)C2CC2)cc1 | 9 | 3 | 0.0 | -1 | -2 | -2.2 | -4 | -1
O=C(Nc1ccc(Cl)cc1)Nn1cnnc1 | 6 | -7 | 0.0 | -2 | 1 | 0.2 | 12 | 2
CS(=O)(=O)Nc1ccc2c(c1)[C@H]1C[C@@H](CC(=O)NC3CCCC3)O[C@@H](CO)[C@H]1O2 | 15 | 0 | 0.0 | 1 | 4 | -1.0 | 0 | 2
CC1=NN(c2ccc(S(=O)(=O)O)cc2C)C(=O)C1 | 4 | 11 | 0.1 | 7 | -2 | -1.0 | -10 | 21
CN(Cc1ccccc1)c1ccc(C(CC(N)=O)NC(=O)Cc2cccc3ccccc23)cc1[N+](=O)[O-] (stereo not drawn) | . | 20 | 0.3 | -4 | 7 | -0.9 | 3 | 7
O=C1NN(c2cccc(Br)c2)C(=O)/C1=C\c1ccccc1 | -10 | -4 | 0.1 | 2 | 2 | -2.4 | -2 | -22
COc1cccc(NC(=O)N(C)C[C@H]2OCc3ccccc3-c3ccccc3C(=O)N([C@H](C)CO)C[C@@H]2C)c1 | 15 | -9 | -0.5 | -3 | -4 | 1.8 | 5 | 4
Clc1ccc2nc(COc3ccccc3)[nH]c2c1 | -6 | -60 | 0.0 | -4 | 0 | ? | -82 | 3
O=C(NCC1CC1)[C@H]1[C@H](CO)[C@H]2Cn3c(ccc(-c4ccccc4F)c3=O)[C@@H]1N2Cc1cccnc1 | 3 | . | 0.2 | -1 | -5 | . | -9 | -4
Cc1ccc(S(=O)(=O)Nc2ccc3c(c2)CC(=O)N([C@H](C)CO)C[C@H](C)[C@H](CN(C)C(=O)Nc2c(C)noc2C)O3)cc1 | -6 | 0 | 0.4 | -9 | -6 | -1.7 | -2 | .
C[C@@H]1CCCCO[C@H](CN(C)S(=O)(=O)c2ccc(Cl)cc2)[C@@H](C)CN([C@@H](C)CO)C(=O)c2cc(NS(=O)(=O)c3ccccc3)ccc2O1 | 2 | 17 | 0.2 | 9 | -1 | 4.6 | -10 | .
C[C@H](CO)N1C[C@H](C)[C@@H](CN(C)Cc2ccc3c(c2)OCO3)Oc2ccc(NC(=O)C3CC3)cc2C1=O | 4 | 2 | -0.3 | -4 | -1 | -0.7 | -2 | -19
CC(C)c1ccc(NC(=O)NC(C)c2ccc3c(c2)OCO3)cc1 (stereo not drawn) | -6 | 15 | 0.0 | -6 | 1 | 2.3 | 10 | -7
COc1cc(NC(=O)C(C)Oc2ccccc2)ccc1NC(=O)COc1ccccc1 (stereo not drawn) | -14 | 8 | 0.1 | 4 | 1 | -0.8 | . | -3
Cc1ccc(S(C)(=O)=O)cc1S(=O)(=O)Nc1cccc(Cl)c1 | 4 | -18 | -0.2 | -1 | 8 | . | -3 | -2
Cc1ccc(NC(=O)c2nnn(-c3ccc4c(c3)OCCO4)c2N)cc1 | -9 | -175 | 0.2 | -5 | 0 | 0.4 | -137 | -3
COc1ccc(NC(=O)Nc2ccc3c(c2)C(=O)N([C@@H](C)CO)C[C@@H](C)[C@@H](CN(C)CC2CC2)OCCCC[C@@H](C)O3)cc1 | 1 | 3 | 0.3 | -2 | 0 | -0.4 | . | 9
CCCCC1CCC(C(=O)N(CC(C)C)c2c(N)n(Cc3ccccc3)c(=O)[nH]c2=O)CC1 (stereo not drawn) | -4 | 7 | 0.2 | 10 | -2 | -6.8 | 2 | .
Cc1ccc(Nc2nc(-c3ccc(O)c(O)c3)cs2)nc1 | -2 | -93 | 0.0 | -4 | -2 | 1.7 | -7 | .
CCN(CC(=O)NC(C)C)Cc1nc2c(Br)cc(Br)cc2c(=O)[nH]1 | 7 | 0 | . | -2 | -2 | -1.5 | 11 | 6
CC(C)CC(NC(=O)C(NC(=O)OC(C)(C)C)C(C)C)C(N)=O (stereo not drawn) | 8 | -9 | 0.1 | 1 | 1 | -2.0 | 0 | 1
C[C@@H]1CN([C@@H](C)CO)C(=O)Cc2cc(NC(=O)Cn3cnnn3)ccc2O[C@@H]1CN(C)Cc1ccc(C(F)(F)F)cc1 | -7 | 15 | -0.1 | 10 | -6 | 2.4 | -2 | 10
Cc1noc(C)c1S(=O)(=O)Nc1ccc2c(c1)C(=O)N([C@H](C)CO)C[C@H](C)[C@@H](CN(C)Cc1ccc(C(=O)O)cc1)OCCCC[C@H](C)O2 | 3 | -14 | 0.2 | -3 | -1 | 0.6 | -19 | 2
CC(=O)c1ccc(Oc2cc(-c3ccccc3)nc(-c3ccccc3)n2)cc1 | 8 | 8 | 0.0 | -6 | 16 | 1.3 | 2 | 1
O=C(Nc1ccccc1F)c1cc(Cl)sc1Cl | 22 | -19 | 0.0 | 6 | 0 | -1.5 | -56 | 3
CO[C@@H]1CN(C)C(=O)c2ccc(NS(=O)(=O)c3cn(C)cn3)cc2OC[C@@H](C)N(CC2CC2)C[C@H]1C | 23 | -7 | 0.2 | 21* | 0 | -2.8 | 3 | 2
O=C(CS(=O)(=O)c1ccc(F)cc1)NCCS(=O)(=O)c1ccccc1 | 4 | -2 | 0.0 | 1 | 2 | -0.3 | -2 | -25
COc1ccc2c(=O)c3c(=O)n(-c4ccccc4)c(-c4ccc(C)cc4)nc3oc2c1 | 4 | -25 | -0.1 | 2 | 1 | 0.1 | -47 | -2
O=C(NC(=S)N1CCN(c2ccc(O)cc2)CC1)c1ccco1 | -1 | 2 | 0.3 | 3 | -5 | -0.1 | -4 | 6
OCCC1CN(Cc2cccn2-c2ncccn2)CCN1CCc1ccccc1 (stereo not drawn) | -5 | -2 | 0.0 | 8 | 4 | 1.5 | 10 | 4
Cc1cccc(C)c1OC(=O)CCN1C(=O)C2C3C=CC(C4CC34)C2C1=O (stereo not drawn) | -35 | 3 | 0.2 | 6 | 3 | 4.6 | -23 | .
CC1C(=O)N(Cc2ccc([N+](=O)[O-])cc2)c2ccccc2N1C(=O)c1c(F)cccc1F (stereo not drawn) | 28 | 15 | 0.1 | 2 | -1 | -0.1 | 10 | 14

Structures listed so far that have an aryl methoxy group, in the order listed:
SMILES | INS-1E GSIS act | PAX8 inh HTS | Xi reactivation | DENV2 CPE | ERp5 inh | F508del corr | EWS-Fli block | ARNT-TACC3 inh
COc1ccc(OC)c(Cc2nnc(CCC(=O)NC(C3CC3)C3CC3)o2)c1 | -15 | -4 | 0.0 | -1 | -6 | 1.4 | 1 | -5
COc1ccc(C2=NS(=O)(=O)N(C)C(C(=O)N3CCOCC3)=C2)cc1OC | 15 | -19 | -0.3 | -5 | 1 | -2.0 | 4 | -2
COc1cccc(NC(=O)N(C)C[C@H]2OCc3ccccc3-c3ccccc3C(=O)N([C@H](C)CO)C[C@@H]2C)c1 | 15 | -9 | -0.5 | -3 | -4 | 1.8 | 5 | 4
COc1cc(NC(=O)C(C)Oc2ccccc2)ccc1NC(=O)COc1ccccc1 (stereo not drawn) | -14 | 8 | 0.1 | 4 | 1 | -0.8 | . | -3
COc1ccc(NC(=O)Nc2ccc3c(c2)C(=O)N([C@@H](C)CO)C[C@@H](C)[C@@H](CN(C)CC2CC2)OCCCC[C@@H](C)O3)cc1 | 1 | 3 | 0.3 | -2 | 0 | -0.4 | . | 9
COc1ccc2c(=O)c3c(=O)n(-c4ccccc4)c(-c4ccc(C)cc4)nc3oc2c1 | 4 | -25 | -0.1 | 2 | 1 | 0.1 | -47 | -2
